Source: PubChem BioAssay
NS5 inhibitors = Dengue-2 NS5 methyltransferase inhibitors, primary screen, biochemical, confirmation dose response (AID 588689) | Dengue-2 NS5 methyltransferase capping enzyme assay, biochemical; higher % means a stronger effect | inhibition, % at 25 µM, or IC50 in µM where a hit was titrated | 0.3% of 340,000 active; in the data active = a potency from the dose series; inconclusive = inhibition above about 29% without an active follow-up result
K1F lysis inhibition = inhibition of K1F phage lysis, E. coli UTI89, bacterial capsule biogenesis inhibitors, alamar blue (AID 488966) | E. coli UTI89 K1F phage lysis, alamar blue, 2 h; higher % means a stronger effect | inhibition, % at 100 µM; hits with a dose series show IC50 in µM | 0.02% of 340,000 active;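 active = phage lysis inhibition, versus mean bacterial control, above a set limit; inconclusive = no clear call, values can overlap the other calls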;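 also: capsule biogenesis inhibitors block K1F phage lysis so surviving cells raise fluorescence; higher fluorescence means more inhibition of phage lysis; actives were called in the ten point dose series up to 300 µM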
Rac1 GTP hydrolysis = MgcRacGAP GTPase-activating activity inhibitors, confirmation, biochemical, ADP Hunter fluorescence. MgcRacGAP-stimulated Rac1 GTP hydrolysis, ADP Hunter fluorescence; higher % means a stronger effect; GST-tagged Rac1 F28L mutant substrate. one-dose inhibition, % at 30 µM; IC50 in µM for titrated hits. 0.6% of 340,000 active;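 active = first-screen hits whose inhibition reached a set limit at any dose in the follow-up dose series; inconclusive = inhibition above the set first-screen limit but never retested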;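 also: fluorescence reports GDP produced by GAP-driven GTP hydrolysis; strong numbers were not always called active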
RSV CPE inhibition = inhibition of RSV-induced cytopathic effect – HEp-2 cells, primary 10 µM value included (AID 2391); 0.13% of 310,000 active; CPE inhibition, % at 10 µM, or IC50 in µM where a hit was titrated; HEp-2 cells, RSV-induced CPE inhibition; higher % means a stronger effect; in the data active = a potency from the dose series; inconclusive = CPE inhibition mostly from about 23% at the one dose, without a potency; inactive = the rest, 99 in 100 with CPE inhibition below about 21%; also: strong numbers were not always called active
West Nile antiviral = West Nile virus antiviral activity, cell-based, CPE readout (AID 1621) | West Nile virus-infected cells, CPE inhibition; higher % means a stronger effect | one-dose CPE inhibition, % at 10 µM; IC50 in µM for titrated hits | 0.02% of 290,000 active; in the data active = a potency from the dose series; inconclusive = CPE inhibition mostly from about 3.7% at the one dose, without a potency; inactive = the rest, 99 in 100 with CPE inhibition below about 2.2%; also: strong numbers were not always called active
Large T inhibition = TAg ATPase/helicase activity blockers – biochemical (AID 1903); SV40 large T antigen ATPase/helicase inhibition assay; higher % means a stronger effect; inhibition, % at 20 µM, or IC50 in µM where a hit was titrated; 0.39% of 310,000 active; in the data active = a potency from the dose series; inconclusive = inhibition mostly from about 32% at the one dose, without a potency; inactive = the rest, 99 in 100 with inhibition below about 32%; also: strong numbers were not always called active
NTR1 agonist = NTR1-driven beta-arrestin-GFP spot formation – imaging, U2OS cells, high content, primary screen (AID 493036); agonist mode; activation, % at 20 µM; 0.17% of 330,000 active;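 active = activation at or above 40% of the spot to cytoplasm intensity ratio, with at least 20 cells analyzed; inconclusive = wells under 20 cells, flagged as cytotoxic or low count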;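 also: 0% = DMSO without peptide and 100% = 100 nM NTR1 peptide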
Target sequence (P30989 whole entry, looked up): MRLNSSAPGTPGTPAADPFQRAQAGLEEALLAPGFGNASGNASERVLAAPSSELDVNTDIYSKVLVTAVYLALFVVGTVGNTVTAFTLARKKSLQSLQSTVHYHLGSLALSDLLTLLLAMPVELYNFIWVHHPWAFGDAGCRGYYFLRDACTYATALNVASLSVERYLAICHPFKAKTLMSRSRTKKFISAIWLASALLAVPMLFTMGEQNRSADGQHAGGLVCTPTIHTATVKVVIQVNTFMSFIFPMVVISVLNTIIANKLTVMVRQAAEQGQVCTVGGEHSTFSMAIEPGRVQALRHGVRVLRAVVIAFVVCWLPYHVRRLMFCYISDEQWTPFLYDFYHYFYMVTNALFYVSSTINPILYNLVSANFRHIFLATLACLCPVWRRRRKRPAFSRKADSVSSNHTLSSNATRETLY
SIAH1 antagonists = Siah-1 peptide-binding antagonists, primary screen, biochemical, fluorescence polarization, rhodamine-plectin, uHTS (AID 1817) | 0.02% of 290,000 active | displacement, % at 20 µM, or IC50 in µM where a hit was titrated | Siah-1 / rhodamine-plectin peptide fluorescence polarization; higher % means a stronger effect;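 active = displacement of at least 50% at 20 µM, with a fluorescence ratio check between 0.3 and a set limit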;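 also: plate controls were Siah plus tracer with DMSO for no effect and tracer alone without Siah for full effect; strong numbers were not always called active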
AID2073 = inhibitors of Mint1-CaV2.2 protein interaction, biochemical, HTRF (AID 2073); HTRF protein-protein interaction, Mint1-CaV2.2; higher % means a stronger effect; inhibition, % at 20 µM, or IC50 in µM where a hit was titrated; 0.19% of 290,000 active; in the data active = inhibition mostly above about 51%, no sharp cut-off; inconclusive = no clear call, values can overlap the other calls; inactive = mostly below about 53%; also: some results filed as inactive read as strong as hits
NTR1 agonist cell count 20 µM = second read-out of NTR1 agonist, no call of its own (marks repeat the call); cell count; measured here: cell count, cytotoxicity flag
NS5 inhibitors pilot replicate = recorded beside NS5 inhibitors, whose call it bears; inhibition, %; measured here: pilot screen replicate inhibition
Starred values were filed as active, the others as inactive; i = inactive; ? = inconclusive; . = not tested or not shown; [ ] = another dose, or the depositor's remark.

SMILES	NS5 inhibitors	K1F lysis inhibition	Rac1 GTP hydrolysis	RSV CPE inhibition	West Nile antiviral	Large T inhibition	NTR1 agonist	NTR1 agonist cell count 20 µM	SIAH1 antagonists	AID2073	others
Cc1ccc(C(=O)N/C(=C\c2cn(C)c3ccccc23)C(=O)NCCCN2CCOCC2)cc1	-5%	0.4%	10%	0.9%	0.1%	7%	0.0	62	12%	-5%
CCCCNC(=O)c1onc(CSc2ccc(F)cc2)c1C(=O)NCCCC	-1%	2.0%	9%	1.3%	-0.7%	12%	2.9	60	-1%	4%
CC(=O)c1cccc(OC(=O)C2=CC=CN3CCS(=O)(=O)N=C23)c1	1%	1.5%	7%	-0.5%	.	.	-0.8	68	.	.
Cc1nccc(-c2sc(-c3cccs3)nc2C)n1	-13%	-1.3%	-1%	0.1%	-0.1%	19%	0.9	63	15%	7%
O=c1cc(CN2CCN(Cc3ccccc3)CC2)c2ccc(O)c(O)c2o1	11%	1.2%	?	1.5%	-2.1%	4.9µM*	0.0	92	20%	-11%
CS(=O)(=O)c1nc(S(=O)(=O)c2ccc(Cl)cc2)c(N2CCC(O)CC2)s1	-7%	0.2%	13%	1.9%	2.6%	9%	0.0	67	0%	10%
Cc1cc(C)c(C2=CC(=O)C[C@H](c3ccc4c(c3)OCO4)C2)c(C)c1	-1%	-0.3%	0%	-1.1%	.	.	5.7	46	.	.
O=C(O)CCCC(=O)N1CCN(c2nc(-c3ccccc3)c3ccccc3n2)CC1	-2%	-0.8%	7%	3.2%	0.2%	3%	-0.6	57	2%	48%
Cc1cc(C(=O)NC2CCCc3c2cnn3-c2ccc(C(C)(C)C)cc2)nn1C (stereo unspecified)	5%	0.1%	6%	-0.5%	1.8%	6%	5.6	81	13%	3%
Cc1cc(Cl)ccc1OCCCC(=O)OCC(=O)Nc1cccc(S(N)(=O)=O)c1	-7%	-1.2%[50 µM]	-7%	1.3%	.	.	0.4	50	.	.
CCC[C@@H]1C[C@@H](C(=O)N[C@H]([C@@H](C)O)[C@H]2O[C@H](SC)[C@H](O)[C@@H](O)C2O)N(C)C1 (stereo partly specified)	-4%	-9.9%	-3%	.	.	1%	-1.0	60	20%	-13%
CCCN1Cc2cccc(C(=O)NCc3ccccc3OC)c2C1=O	-6%	-0.1%	6%	0.9%	-0.4%	13%	0.0	89	1%	0%
Cc1ccc(C(=O)NC2CCS(=O)(=O)C2)cc1S(=O)(=O)N1CCCCCC1 (stereo unspecified)	-4%	0.6%	-6%	0.4%	-1.1%	-4%	1.1	21	-2%	2%
CN(C)c1ccc(/C=[N+](\[O-])C2N(c3ccccc3)C(=S)SC2(C)C)cc1 (stereo unspecified)	27%	-2.0%	-2%	0.7%	-0.5%	7%	0.0	54	0%	-18%
COc1ccc(NC(=O)CCN2CCOCC2)c(OC)c1	-5%	0.5%	5%	-1.4%	0.1%	-3%	2.1	55	-2%	-4%

Next part, starting with the last 3 of the part before.
SMILES	NS5 inhibitors	K1F lysis inhibition	Rac1 GTP hydrolysis	RSV CPE inhibition	West Nile antiviral	Large T inhibition	NTR1 agonist	NTR1 agonist cell count 20 µM	SIAH1 antagonists	AID2073	others
Cc1ccc(C(=O)NC2CCS(=O)(=O)C2)cc1S(=O)(=O)N1CCCCCC1 (stereo unspecified)	-4%	0.6%	-6%	0.4%	-1.1%	-4%	1.1	21	-2%	2%
CN(C)c1ccc(/C=[N+](\[O-])C2N(c3ccccc3)C(=S)SC2(C)C)cc1 (stereo unspecified)	27%	-2.0%	-2%	0.7%	-0.5%	7%	0.0	54	0%	-18%
COc1ccc(NC(=O)CCN2CCOCC2)c(OC)c1	-5%	0.5%	5%	-1.4%	0.1%	-3%	2.1	55	-2%	-4%
COc1ccc(-c2noc(CNC(=O)c3ccc4c(c3)OCO4)n2)cc1	0%	-0.3%	5%	3.8%	-0.8%	-1%	-2.2	53	11%	-15%
Cc1ccc(C)c(OCCC(=O)OCC(=O)c2ccc3c(c2)NC(=O)CO3)c1	-4%	0.1%[50 µM]	-10%	-1.9%	.	9%	2.4	33	.	.
O=Cc1ccc(OCC(=O)NCC2CCCO2)cc1 (stereo unspecified)	-4%	0.2%	6%	1.8%	0.3%	0%	-1.3	74	-2%	-3%
O=c1cc(-c2ccccc2)c2ccccc2[nH]1	1%	0.7%	4%	7.8%	0.6%	4%	0.2	86	0%	10%
Cc1c(NC(=O)c2ccccc2N)cccc1C(=O)O	-2%	1.4%	2%	2.0%	-0.4%	5%	-0.3	80	-2%	0%	NS5 inhibitors pilot replicate=1.5
Cc1c(C(=O)Nc2c(F)cccc2F)sc2ncn(CC(=O)N3CCCCC3)c(=O)c12	-8%	0.3%	9%	2.7%	0.3%	8%	-0.5	56	0%	10%
NS(=O)(=O)c1ccc(N/N=C/c2cn(-c3ccccc3)nc2-c2cccs2)c([N+](=O)[O-])c1	-2%	-0.1%	2%	20%	2.0%	6%	22	67	-2%	14%
COCCn1c(SCC(=O)Nc2cccc(NC(C)=O)c2)nc2c([nH]c3ccccc32)c1=O	8%	0.1%	12%	3.6%	0.1%	9%	-0.7	76	7%	23%
Cc1ccccc1NC(=O)N1CCCN(c2ccc(C#N)cn2)CC1	-9%	0.3%	.	0.9%	-0.3%	9%	2.0	41	-1%	19%
COc1ccc(Nc2nc(C)cc(=O)[nH]2)cc1	1%	0.1%	5%	0.8%	-0.6%	15%	-0.8	82	-4%	-4%
CCOc1ccc(N2C(=O)CC(SC(=NC)Nc3cccc(F)c3)C2=O)cc1 (stereo unspecified)	-2%	0.0%	17%	-0.1%	-0.2%	13%	2.1	48	-1%	-2%
CCCOc1ccc(N2CC(C(=O)NCCc3ccc(OC)c(OC)c3)CC2=O)cc1 (stereo unspecified)	-8%	-0.9%	6%	0.3%	-0.8%	11%	-0.3	34	4%	-16%
CC1(C)OCC(C2CC(c3ccccc3)NS(=O)(=O)O2)O1 (stereo unspecified)	-2%	2.2%	2%	-0.6%	0.0%	7%	0.3	73	-2%	7%
Cc1c(-c2cc(C(=O)O)c3ccccc3n2)cnn1C	1%	-0.1%	-4%	0.6%	1.1%	4%	-1.0	62	1%	17%
CCOCCCNC(=O)CN1C(=O)COc2ccc(S(=O)(=O)N3CC(C)CC(C)C3)cc21 (stereo unspecified)	-10%	2.3%	7%	-0.3%	-0.7%	19%	-0.5	69	6%	9%
CN(C)CCOCCOc1ccc(Cl)cc1Br	-3%	0.3%	20%	-1.2%	0.8%	1%	1.0	51	2%	-6%
CC(C)n1nc(C(=O)NCCCN2CCCC2=O)c2ccccc2c1=O	-2%	0.3%	6%	2.1%	0.0%	27%	-0.7	64	1%	-5%
CC(C)(C)N(Cc1ccccc1)C(=O)c1cc2ccccc2o1	-10%	0.1%	3%	-1.5%	-1.1%	-3%	-0.1	61	-2%	-5%
O=C(NCc1ccco1)c1cnn2c(C(F)(F)F)cc(-c3cccs3)nc12	-6%	1.4%	5%	5.9%	0.3%	14%	4.3	49	4%	33%
COC(=O)c1nc(-c2ccc(C)cc2)oc1N(C)C	0%	4.4%	7%	2.5%	0.0%	6%	3.4	34	-1%	-2%
Cc1nc(N2N=C(c3ccc(Cl)cc3)CC2c2ccco2)sc1C(=O)N(C)C (stereo unspecified)	1%	-0.1%	5%	20%	-2.3%	3%	-1.2	62	-5%	34%
Cc1ccn2c(=O)c(C(=O)NCCCN3CCCC3=O)c(O)nc2c1	0%	0.1%	1%	1.4%	-0.3%	5%	1.2	71	8%	8%
COc1ccc(N(CC(=O)NC2CCCC2)C(=O)CCC(=O)Nc2cc(C)on2)c(OC)c1	-2%	1.1%	7%	2.6%	-0.4%	-2%	-1.9	84	-3%	19%
CCn1c(=O)[nH]c2ccccc2c1=O	0%	-0.1%	2%	?	0.6%	0%	-0.4	102	2%	27%
Cc1cc(C)c(NC(=O)c2ccc3c(c2)NC(=O)C(C)S3)c(C)c1 (stereo unspecified)	-1%	0.8%[50 µM]	2%	5.5%	.	.	1.6	56	.	.
Cc1cccc2c1N(CCOc1ccccc1)C(=O)C2=O	-3%	1.2%	6%	1.3%	0.6%	15%	3.1	46	-4%	2%
O=C(CCc1nc2ccccc2[nH]1)N1CCN(C(=O)c2ccco2)CC1	-1%	-0.5%	-2%	1.0%	.	-2%	-0.9	63	-3%	-2%
O=C(NCc1ccccc1Cl)c1ccc2c(c1)SC1=NS(=O)(=O)CCN12	-3%	0.0%	-10%	1.4%	-0.1%	13%	-1.9	47	-6%	?
O=C(CSc1ncnc2nc[nH]c12)NCCc1ccccc1	-10%	-0.7%	-1%	0.7%	-0.1%	-2%	-0.4	41	-4%	-6%
O=C(CCN1C(=O)S/C(=C\c2ccc(Cl)cc2)C1=O)Nc1ccc(C(=O)O)cc1	5%	0.3%[50 µM]	12%	1.0%	-0.5%	14%	0.4	63	5%	-2%
COc1ccc(C2c3ccc4ccccc4c3Oc3ncn(Cc4ccco4)c(=N)c32)cc1OC (stereo unspecified)	-8%	i	8%	4.5%	0.9%	10%	7.8	45	-1%	31%
COc1ccccc1C(=O)NC(=O)Cn1nc(C)c([N+](=O)[O-])c1C	1%	0.3%[50 µM]	1%	-0.8%	.	11%	1.7	81	.	.
Cc1cc(C(=O)NC(C)c2ccncc2)no1 (stereo unspecified)	6%	0.3%	4%	-0.9%	-0.4%	14%	0.2	71	-4%	-4%
Cc1nn(-c2ccccc2)c(C)c1NC(=O)COC(=O)[C@@H](NC(=O)c1ccccc1)C(C)C	-4%	0.1%[50 µM]	4%	0.0%	.	13%	1.4	56	.	.
CCOc1cc(/C=N/NC(=O)C(=O)NC)cc(Br)c1O	1%	1.3%[50 µM]	12%	1.8%	0.1%	36%	-1.9	72	4%	-11%
Cc1ccsc1/C=N/N1CCN(c2ccccc2)CC1	-4%	-0.1%	7%	0.8%	-0.2%	2%	-0.1	60	-4%	-13%
CC(C)N(C(=O)COC(=O)c1ccc(Cl)nc1)C(C)C	-8%	0.8%	4%	1.4%	-0.1%	-6%	-0.9	39	4%	-7%

Part of the list above in order of molar mass, highest first:
SMILES	NS5 inhibitors	K1F lysis inhibition	Rac1 GTP hydrolysis	RSV CPE inhibition	West Nile antiviral	Large T inhibition	NTR1 agonist	NTR1 agonist cell count 20 µM	SIAH1 antagonists	AID2073	others
COc1ccc(C2c3ccc4ccccc4c3Oc3ncn(Cc4ccco4)c(=N)c32)cc1OC (stereo unspecified)	-8%	i	8%	4.5%	0.9%	10%	7.8	45	-1%	31%
CC(C)N(C(=O)COC(=O)c1ccc(Cl)nc1)C(C)C	-8%	0.8%	4%	1.4%	-0.1%	-6%	-0.9	39	4%	-7%
Cc1ccsc1/C=N/N1CCN(c2ccccc2)CC1	-4%	-0.1%	7%	0.8%	-0.2%	2%	-0.1	60	-4%	-13%
